# Bioassay records as filed in PubChem.
# hiPSC survival: enhancers of single-cell hiPSC survival, primary screen, ATPlite luminescence | actives 0.044% (n = 360,000) | survival enhancement, % at 20 µM | 100% = ROCK inhibitor wells, 0% = DMSO; in the data active = survival enhancement above about 18%;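 note: cells exposed to compounds for 16 hours before the ATP read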
# MITF TRPM1 inh: inhibitors of MITF-dependent TRPM1 promoter reporter, primary screen, cell-based, SK-MEL-5, single point, luciferase. SK-MEL-5 TRPM1 promoter luciferase, 24 h. inhibition, % at 12.5 µM. actives 0.83% (n = 330,000). AID 488899, 2010;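 active = mean inhibition across replicates of 60% or more, whatever share of single replicates reaches that level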; note: values of inactives mirror those of a sister screen read the other way
# NR2E3 ag-1: inhibitors of NR2E3-RetCOR corepressor binding, primary screen, NR2E3 agonist project, biochemical, TR-FRET, GST-NR2E3, biotin-RetCOR | Photoreceptor-specific nuclear receptor (Homo sapiens), Q9Y5X4 | 1536-well | inhibition of corepressor binding, % at 4.78 µM | actives 0.12% (n = 320,000) | AID 2300, 2010;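 active = percent inhibition above the cutoff of mean plus 3 SD of all tested compounds, set per screening campaign, cut at about 20% in these data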;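 note: 0% = DMSO wells and 100% = biotin wells as full block of FRET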
# Target sequence (Q9Y5X4 whole entry, looked up): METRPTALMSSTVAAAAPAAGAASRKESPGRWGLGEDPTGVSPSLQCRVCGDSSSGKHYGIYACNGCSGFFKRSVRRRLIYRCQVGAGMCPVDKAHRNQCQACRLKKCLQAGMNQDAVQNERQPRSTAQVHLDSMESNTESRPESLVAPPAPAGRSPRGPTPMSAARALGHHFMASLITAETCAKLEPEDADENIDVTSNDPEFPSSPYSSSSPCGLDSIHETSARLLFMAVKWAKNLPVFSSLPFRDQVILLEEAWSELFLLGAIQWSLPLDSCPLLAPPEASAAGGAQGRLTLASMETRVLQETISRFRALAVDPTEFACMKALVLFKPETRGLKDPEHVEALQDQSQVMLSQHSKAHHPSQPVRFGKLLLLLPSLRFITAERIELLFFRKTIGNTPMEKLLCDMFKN
#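 Assay system: NR2E3–RetCOR corepressor complex. Quantity: 1.35 nM GST-NR2E3. Buffer or medium: pH 7.5 Tris-based buffer. Reagent: biotinylated RetCOR corepressor at 7 nM final. Schedule: 5 h at 4 °C. Detection: TR-FRET, emission read at 617 and 671 nm. Replicates: one well per compound, singlicate testing.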
# HIF-2a inh: HIF-2a reporter inhibitors, primary screen, luminescence, 786-0 RCC cells | 786-0 RCC cells HIF-2a reporter, luciferase luminescence, overnight | inhibition, % at 18.8 µM | actives 0.72% (n = 360,000) | AID 624352, 2012;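 active = inhibition of the luminescence signal of 40% or more relative to plate controls, in a single-dose primary screen at 18.75 µM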
# NR2E3 ag-2: NR2E3 agonists in two-hybrid cells, primary screen, cell-based, luminescence, CHO-S, Gal4-NCOR/VP16-NR2E3. Photoreceptor-specific nuclear receptor (Homo sapiens), Q9Y5X4. luciferase. inhibition of corepressor binding, % at 3.98 µM. actives 0.35% (n = 360,000). AID 602229, 2012;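 active = inhibition above the mean of all tested compounds plus 3 SD, cut at about 70% in these data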;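 note: 0% = DMSO with NR2E3 transfected cells and 100% = cells lacking NR2E3 construct; higher means lower luciferase signal from less NR2E3 corepressor binding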
# KKLEB tox: cytotoxicity in KKLEB CF airway cells, primary screen, cytotoxicity control for CF NF-kB inhibitor project, cell-based, uHTS, fluorescence assay plates; KKLEB CF airway cells viability, ATPlite luminescence, overnight; hits give low values; cells stimulated with P. aeruginosa culture filtrate; activity change (cytotoxicity), % at 5 µM; actives 0.36% (n = 360,000); AID 602141, 2011;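 active = corrected activity change at or below -50% at 5 µM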
# CF NFkB inh: inhibitors of PAF-induced NF-kB signaling, primary screen, cell-based, GFP fluorescence, uHTS. KKLEB NF-kB-GFP reporter, GFP fluorescence overnight. actives 0.86% (n = 360,000). inhibition, % at 5 µM;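 active = at least 50% inhibition at 5 µM, scaled per plate between neutral and stimulator controls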;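 note: PAF is a Pseudomonas aeruginosa culture filtrate used as stimulus; plate controls were PAF-stimulated DMSO wells for no effect and unstimulated DMSO wells for full effect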
# Shn3 3UTR inh: reduction of Shn3 3'UTR firefly luciferase signal, primary screen, Schnurri-3 inhibitor project, cell-based, Clone20 osteoblasts, set 2; Clone20 osteoblast Shn3 3'UTR firefly luciferase, 24 h; inhibition, % at 12.5 µM; actives 0.52% (n = 360,000); AID 588674, 2011;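 active = mean inhibition of at least 75% with every replicate also reaching 75%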;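 note: 0% = median of neutral control wells and 100% = pilot-screen positive control compound; some compounds past the cut are filed as inactive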
# C8 TRAIL sens: viability loss with TRAIL in NB7+C8 cells, primary screen, TRAIL sensitizer project, cell-based, ATPlite luminescence | inhibition (viability loss, TRAIL sensitization), % at 10 µM | actives 1% (n = 360,000) | AID 624354, 2012;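 active = compounds causing at least 50% loss of cell viability in the single-dose screen, relative to plate controls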
# Peg3 promoter: Peg3 promoter-driven luciferase inhibitors, primary screen, cell-based, HeLa, luciferase luminescence; actives 1.7% (n = 360,000); HeLa PEG-Prom luciferase reporter, overnight; inhibition, % at 20 µM;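 active = inhibition of at least 50% at 20 µM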
# LMP1 NFkB inh: EBV LMP1-driven NF-kappaB luciferase reporter inhibitors, primary screen, cell-based, luminescence, single point | LMP1-induced NF-kappaB luciferase reporter cells | inhibition, % at 12.5 µM | actives 0.69% (n = 350,000) | AID 504558, 2011; in the data active = inhibition above about 41%;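 note: 0% = neutral control wells and 100% = reference inhibitor control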
# * hit, by the source's call; nt = no result given.
SMILES,hiPSC survival,MITF TRPM1 inh,NR2E3 ag-1,HIF-2a inh,NR2E3 ag-2,KKLEB tox,CF NFkB inh,Shn3 3UTR inh,C8 TRAIL sens,Peg3 promoter,LMP1 NFkB inh
CC(C)(C)C(=O)O/N=C(\N)c1ccc(-c2csnn2)cc1,-0.7,-98.6,0.6,-344.1,-87.5,-0.3,-1.1,-134.5,16.3,-337.3,-39.0
CC(O)(c1ccccc1)c1nc(-c2ccc(S(C)(=O)=O)cc2)cs1 (configuration not stated),1.3,nt,nt,-23.7,-44.6,6.9,-23.4,-15.7,6.7,-1.5,nt
CC(=O)Nc1ccc(C)cc1,0.3,-11.3,2.8,2.8,-12.5,-15.7,2.2,-4.9,-2.5,-1.5,3.9
CC(C)c1ccccc1NC(=O)COC(=O)c1ccc(Cl)c(S(=O)(=O)N2CCCCCC2)c1,1.4,-4.4,1.0,14.3,-15.5,6.6,4.5,20.8,4.1,2.4,5.4
CC(SCC(=O)Nc1ccccc1)c1nc2ccccc2c(=O)[nH]1 (configuration not stated),-0.5,3.1,3.2,9.9,-12.1,7.6,-15.7,-4.0,-10.7,12.0,0.2
CCOc1ccc(C(=O)C(c2ccccc2)N2CCOCC2)cc1 (configuration not stated),6.6,-7.1,-3.9,-0.2,-7.3,-2.1,9.6,-8.1,-5.7,12.8,5.3
O=C(NC1CCS(=O)(=O)C1)c1cccc(S(=O)(=O)N2CCOCC2)c1 (configuration not stated),-0.7,2.7,5.9,-2.3,-7.7,-7.3,10.5,-13.9,-2.2,8.2,-11.0
Nc1ccc(Br)cc1C(NCC(=O)O)c1ccccc1 (configuration not stated),0.4,2.5,-0.8,1.6,-2.1,-7.6,-3.8,18.3,-9.8,7.2,-2.0
CCC1Oc2ccccc2N(CC(=O)NCCN2CCc3ccccc3C2)C1=O (configuration not stated),-0.7,7.5,0.9,-5.0,-21.9,-8.9,-5.3,17.3,-6.3,13.1,-10.6
CC(=O)c1nc(N2C(=O)CC(Cc3ccccc3)C2=O)sc1C (configuration not stated),4.0,2.2,2.7,11.2,-20.3,1.9,-13.7,-24.1,-6.9,-13.7,-14.0
C/C=C(\C)C(=O)N1CCC(C(=O)c2ccccc2)CC1,-0.3,11.8,-0.3,12.4,11.5,5.9,-3.5,-5.5,-18.4,-6.5,9.0
CCOCCCNC(=S)NCCc1ccccc1,-1.3,-18.0,8.0,-81.1,-48.7,-7.9,19.7,-35.3,-1.4,-83.2,-5.8
COc1ccc(SC[C@H](C)CN2CC[C@H](C)CCC2=O)cc1,-0.3,-1.0,-1.1,-29.9,-4.4,3.2,0.5,22.9,-0.8,6.8,-8.3
COc1cccc(/C=N/Nc2cc(N3CCOCC3)ncn2)c1O,-0.4,-6.1,-2.4,-52.2,-13.4,-2.8,15.0,75.1,19.2,6.1,23.3
Cc1cccc(C2c3c(n(C)c(=O)n(C)c3=O)N=C3c4ccccc4C(=O)C32)c1 (configuration not stated),-0.2,-5.8,nt,6.7,9.4,-10.9,13.1,-3.8,-4.9,15.7,-13.9
O=P(c1ccccc1)(c1ccccc1)N(c1ccccc1)c1ccccc1,-2.3,7.0,-0.5,26.9,-14.9,-18.5,12.8,15.4,18.6,30.9,37.8
COC(=O)c1cccnc1N1CCN(c2ccccc2F)CC1,-2.0,-6.1,2.9,-16.8,-3.8,-3.6,12.2,-9.3,-2.4,-3.2,5.1
COCCNc1ncnc2c1ncn2[C@H]1CN(Cc2ccc(OC)cc2)C[C@@H](CO)O1,2.6,nt,nt,-3.0,-14.3,4.6,1.5,2.0,15.1,-12.7,nt
Cn1nc(C(=O)N2CCC(C(N)=O)CC2)c2c1-c1ccccc1SC2,5.9,nt,26.7*,-6.4,-18.8,-10.9,4.5,-25.2,-11.8,-3.5,-0.9
O=C(c1cccc(-c2nnc(-c3ccccc3)o2)c1)N1CCCCCC1,2.2,-56.6,2.2,-161.0,-43.1,12.4,1.5,-17.0,-10.4,-152.3,-29.1
Cc1ccccc1C(=O)O/N=C(\N)Cc1cccs1,0.4,-84.9,1.7,-153.2,-7.0,11.3,-13.2,-49.5,92.1*,-177.6,-50.3
COc1ccc(NC(=O)C[C@@H]2C(=O)N(Cc3ccccc3)CC2(C)C)cc1,-2.2,nt,nt,1.8,-24.1,-14.6,7.6,1.7,-8.5,-0.8,2.8
O=[N+]([O-])c1cccc(-c2nnc(C3CC3)o2)c1,-0.6,2.1,-0.3,-18.6,-24.4,-7.8,-4.5,-5.2,-6.6,-12.9,-3.8
CC(CCc1ccccc1)NC(=O)CSc1nc(N)cc(N)n1 (configuration not stated),-2.0,17.4,0.2,11.1,-0.2,-7.7,-9.9,18.1,-8.9,-1.6,-2.0
CC1CCCC(=NNC(=O)C2COc3ccccc3O2)C1 (configuration not stated),-0.3,3.0,nt,-4.2,-19.8,-2.7,9.3,-1.9,-8.2,-7.5,-8.9
COc1ccccc1-n1nnnc1SCC(=O)NC1CCCC1,-2.6,-3.0,2.8,-2.9,-16.4,-7.2,10.1,14.0,2.4,0.0,-1.3
CC(Nc1cccc(C(=O)NC2CC2)c1)c1nnc(-c2ccccc2)o1 (configuration not stated),1.0,-9.6,nt,1.5,-8.5,-12.1,1.8,-1.7,7.5,-0.2,2.3
N#Cc1cccc(NC(=O)CCC2CCCC2)c1,4.2,-17.3,-0.3,-42.1,-20.6,1.8,-2.2,-17.8,9.8,-29.4,-11.4
COc1cc(NC(=O)N2CCOCC2)cc(OC)c1,-1.6,3.2,-1.4,6.7,-11.7,-2.4,-1.9,-4.3,0.0,14.3,-0.5
Cc1cc(O)c(NC(=O)c2ccc(C)c([N+](=O)[O-])c2)cc1C,-0.2,-34.3,1.0,-224.8,-121.4,-6.4,0.2,-53.9,-3.8,-162.6,-31.4
COc1cc(CN2CCC(n3nccc3NC(=O)CCCc3ccccc3)CC2)ccc1O,-0.4,0.0,0.9,13.2,19.4,-4.8,-5.9,0.8,5.6,-8.6,1.6
CC(C)C[C@H](NC(=O)N1CCn2c1nc1ccccc12)C(=O)N[C@H](Cc1ccccc1)C(=O)O,1.0,8.6,1.0,-1.1,-1.9,13.4,-3.6,-0.8,-10.0,-1.7,4.5
O=C(CN1C(=O)C2C3CCC(C3)C2C1=O)NCc1ccco1 (configuration not stated),-0.6,-4.7,1.0,-1.5,5.3,16.8,-20.0,7.9,-1.7,-6.5,6.7
CN1C(=O)c2ccc(NC(=O)c3cccc(N4C(=O)CCC4=O)c3)cc2C1=O,-2.0,21.6,3.0,17.6,18.3,3.0,19.0,8.8,-3.6,17.8,-3.4
c1ccc(-c2oc3ncnc(NCCN4CCOCC4)c3c2-c2ccccc2)cc1,-0.3,-3.7,0.7,-8.1,-4.6,-12.7,-12.0,19.1,-5.3,39.5,2.0
COc1ccc(NC(=O)Cn2nnc(C(=O)NCc3ccc4c(c3)OCO4)c2N)c(OC)c1,1.2,3.5,-2.3,6.8,-18.2,-5.2,8.8,-9.1,13.3,2.4,-0.2
COc1ccc(CC(=O)Nc2nncs2)cc1OC,3.3,2.6,1.8,20.8,-6.2,-4.0,7.9,1.0,-3.2,-2.1,-2.7
CCc1c(C)nc(SCC(=O)N2CCCCC2)[nH]c1=O,-0.1,-4.6,0.4,6.9,-0.9,-6.4,-5.3,-19.4,-11.4,-5.6,-28.4
COC(=O)CCC1(C(N)=O)CCC(=O)c2ccccc21 (configuration not stated),1.1,-2.3,nt,2.2,-2.1,-2.3,14.4,-15.8,4.2,-2.5,-1.3
Cc1ccc2[nH]c(C(=O)N3CCCC(Nc4ccc(F)cc4)C3)cc2c1 (configuration not stated),4.4,-1.6,0.9,-0.2,-7.2,16.0,-32.1,-3.0,16.9,-16.2,-9.9

# Arranged by value in NR2E3 ag-2 (high to low): some entries from above.
mol	MITF TRPM1 inh	NR2E3 ag-1	HIF-2a inh	NR2E3 ag-2	CF NFkB inh	Shn3 3UTR inh	Peg3 promoter	LMP1 NFkB inh
CC(CCc1ccccc1)NC(=O)CSc1nc(N)cc(N)n1 (configuration not stated)	17.4	0.2	11.1	-0.2	-9.9	18.1	-1.6	-2.0
CCc1c(C)nc(SCC(=O)N2CCCCC2)[nH]c1=O	-4.6	0.4	6.9	-0.9	-5.3	-19.4	-5.6	-28.4
N#Cc1cccc(NC(=O)CCC2CCCC2)c1	-17.3	-0.3	-42.1	-20.6	-2.2	-17.8	-29.4	-11.4
COc1ccc(NC(=O)C[C@@H]2C(=O)N(Cc3ccccc3)CC2(C)C)cc1	nt	nt	1.8	-24.1	7.6	1.7	-0.8	2.8

# The results go on.
SMILES,hiPSC survival,MITF TRPM1 inh,NR2E3 ag-1,HIF-2a inh,NR2E3 ag-2,KKLEB tox,CF NFkB inh,Shn3 3UTR inh,C8 TRAIL sens,Peg3 promoter,LMP1 NFkB inh
Cc1cc(Nc2ccccc2)n(CCO)n1,0.2,3.4,-4.3,16.2,23.9,8.2,-1.6,-19.1,-3.9,6.6,-0.6
O=C(c1cc2ccccc2o1)c1cccs1,2.8,-36.2,-2.2,-268.6,-48.1,-5.5,-19.3,-87.2,6.4,-266.9,-40.3
COc1ccc(OC(=O)N2C/C(=C/c3ccccc3)C(=O)/C(=C\c3ccccc3)C2)cc1,-2.8,86.0*,nt,59.5*,-17.2,-37.4,64.3*,19.4,51.7*,104.7*,-24.0
O=C(CCNC(=O)c1ccc([N+](=O)[O-])cc1)NCC1COc2ccccc2O1 (configuration not stated),-0.3,-7.2,nt,14.8,7.5,2.4,-2.4,2.4,13.8,12.1,3.5
CC(O)(c1cccs1)C(C(=O)O)c1ccccc1 (configuration not stated),-0.1,-17.1,nt,4.2,-23.5,15.7,6.0,-14.4,-18.1,-14.5,4.3
C=CCn1c(=O)c(C(=O)OCC)c(O)c2ccccc21,2.4,0.9,-1.1,0.5,-33.5,-2.1,0.2,-24.2,1.0,1.2,0.1
Cc1cc(OC(C)C(=O)NCC2CCC(C(=O)O)CC2)c2c(C)c(Cc3ccccc3)c(=O)oc2c1 (configuration not stated),-2.2,-1.1,3.2,-11.4,-20.4,3.0,14.8,-11.8,-1.1,19.5,-3.1
C#CCNC(=O)C1=C[C@@H](C)[C@H](CCCO)[C@@H](OCC)O1,0.8,11.2,-0.1,8.9,-10.3,6.3,-17.8,7.9,-6.1,0.2,0.6
CCC1CCCCN1CCCNC(=O)CC1Oc2ccccc2NC1=O (configuration not stated),4.9,2.7,-0.7,5.0,-9.0,11.6,-14.5,-4.7,-12.6,-0.2,9.7

# An excerpt; count on the stated rates, not on these rows.
